CHOP UPR activ – activators of apoptotic arm of unfolded protein response (CHOP) | CHO-CHOP luciferase reporter, UPR activation, luminescence; percent of tunicamycin response over DMSO baseline | AID 449763 | activation, % at 10 µM | 330,000 tested, 0.34% active;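 active means at 10 µM dose, activation of 40% or more, normalized to positive control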;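 further: 100% = tunicamycin at 10 µg/mL and 0% = DMSO alone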
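Test system: CHO CHOP reporter cells. Input: 500 CHO-CHOP cells per well. Medium: F12 with 10% FBS. Technique: luciferase luminescence. Measure: percent activation relative to tunicamycin control. Dosing: 10 µM compound, 0.5% DMSO. Timing: 16-18 h cell attachment, then 6 h compound exposure, 37 °C.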
Jurkat NFkB inh – lowers PMA/ionomycin-induced NF-kB signal in Jurkat cells | PMA/ionomycin-induced NF-kB luciferase reporter, luminescence | 330,000 tested, 0.53% active | AID 435003 | inhibition, % at 4 µM; in the data active means inhibition above about 50%
XBP1 UPR activ – adaptive UPR (XBP1) activation; 330,000 tested, 0.33% active; CHO-XBP1 luciferase reporter, IRE1-XBP1 UPR activation, luminescence; percent of tunicamycin response, DMSO as zero; AID 463104; activation, % at 20 µM;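 active means versus positive control, 20 µM dose yields 30% or more activation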;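 further: 100% = tunicamycin at 10 µg/mL and 0% = DMSO only wells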
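Material: CHO-XBP1 cells stably carrying IRE1-XBP1-driven luciferase reporter / Amount: 1000 cells per well / Compound: 20 µM, 1% DMSO / Times: 6 h treatment, 37 °C / Detection: luciferase luminescence / Measure: % activation of reporter signal versus tunicamycin and DMSO controls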
APJ agonist – APJ receptor agonism; CHO-K1 APJ PathHunter beta-arrestin, luminescence; 0% DMSO wells, 100% apelin; activation, % at 20 µM; 330,000 tested, 0.11% active;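 active means activation more than six SD over the plate average, tested at 20 µM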;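 further: 0% = DMSO alone and 100% = apelin-13 at 10 nM; some results filed as inactive read as strong as hits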
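Assay system: CHO-K1 APJ beta-arrestin complementation cell line / Compound: single test compound dose, 20 µM final, 1% DMSO / Times: overnight seeding, 90 min compound at 25 °C, 1 h detection / Technique: beta-gal luminescence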
APJ antagonist – APJ receptor antagonism. CHO-K1 APJ beta-arrestin complementation, luminescence. 330,000 tested, 0.32% active. inhibition, % at 20 µM. AID 2521. P35414;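 active means inhibition above about 40% at 20 µM, limit read from the data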;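 further: cells challenged with 10 nM apelin-13 agonist together with compound; plate controls were apelin-13 plus DMSO wells for no effect and DMSO wells lacking apelin-13 for full effect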
tim23-1 inh – inhibits growth of tim23-1 mutant yeast; S. cerevisiae tim23-1 growth, BacTiter-Glo luminescence, 24 h; inhibition, % at 20 µM; 330,000 tested, 1.3% active;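 active means growth inhibition of the mutant yeast at or above 50%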;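 further: temperature-sensitive mutant grown at 25 °C; plate controls were DMSO-treated mutant yeast for no effect and medium wells lacking yeast for full effect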
Mdm2-MdmX inh – inhibitors of human Mdm2/MdmX interaction. AID 485346. 330,000 tested, 3% active. inhibition, % at 8 µM. SaOS-2 split-luciferase Mdm2/MdmX complementation, luminescence. O15151+Q00987;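 active means inhibition of at least 50% at 8 µM in the primary screen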
Target sequence (O15151 whole entry, looked up): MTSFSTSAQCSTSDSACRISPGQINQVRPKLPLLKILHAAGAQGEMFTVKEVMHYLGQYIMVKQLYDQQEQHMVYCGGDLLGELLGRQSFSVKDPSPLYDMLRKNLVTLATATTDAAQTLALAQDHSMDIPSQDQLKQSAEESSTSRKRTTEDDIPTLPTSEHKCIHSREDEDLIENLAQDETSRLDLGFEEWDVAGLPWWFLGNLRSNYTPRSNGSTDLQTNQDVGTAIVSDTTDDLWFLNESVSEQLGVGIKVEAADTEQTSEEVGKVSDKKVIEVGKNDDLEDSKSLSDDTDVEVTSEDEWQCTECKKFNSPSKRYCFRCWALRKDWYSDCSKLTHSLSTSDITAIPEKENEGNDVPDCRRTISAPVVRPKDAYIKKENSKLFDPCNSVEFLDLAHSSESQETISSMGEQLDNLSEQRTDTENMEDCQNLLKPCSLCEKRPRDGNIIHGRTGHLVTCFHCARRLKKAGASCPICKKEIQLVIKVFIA
Target sequence (Q00987 whole entry, looked up): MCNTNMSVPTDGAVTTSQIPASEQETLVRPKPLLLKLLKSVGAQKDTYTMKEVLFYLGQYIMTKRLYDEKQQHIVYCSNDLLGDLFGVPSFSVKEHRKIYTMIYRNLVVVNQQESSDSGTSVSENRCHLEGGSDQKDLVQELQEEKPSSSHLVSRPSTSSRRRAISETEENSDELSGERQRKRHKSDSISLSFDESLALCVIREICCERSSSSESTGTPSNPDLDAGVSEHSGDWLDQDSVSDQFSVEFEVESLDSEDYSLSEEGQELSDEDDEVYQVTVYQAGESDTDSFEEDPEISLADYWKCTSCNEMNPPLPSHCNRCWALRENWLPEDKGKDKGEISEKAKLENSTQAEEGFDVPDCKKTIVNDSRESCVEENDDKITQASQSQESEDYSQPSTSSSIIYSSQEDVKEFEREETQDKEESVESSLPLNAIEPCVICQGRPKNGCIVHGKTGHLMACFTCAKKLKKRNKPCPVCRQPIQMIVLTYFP
697 NFkB inh – lowers PMA/ionomycin-induced NF-kB signal in 697 B cells; 697 B-cell NF-kB luciferase reporter, 16 h; inhibition, % at 4 µM; 330,000 tested, 0.33% active; in the data active means inhibition above about 35%
Numbers without * were called inactive. No enrichment for hits. Share with any hit: about 5%.

`CCCn1c(N)c(C(=O)CSc2nnc(N)s2)c(=O)[nH]c1=O` gave CHOP UPR activ -1.4, Jurkat NFkB inh -13, XBP1 UPR activ -3, APJ agonist 0, APJ antagonist -11, tim23-1 inh -8, Mdm2-MdmX inh 9 and 697 NFkB inh 10.
For CCOC(=O)c1cc2c(ccn2C)n1CC(=O)N1CCC(C)CC1 the results were CHOP UPR activ 2.0, Jurkat NFkB inh 7, XBP1 UPR activ 0, APJ agonist 0, APJ antagonist 9, tim23-1 inh 26, Mdm2-MdmX inh -21 and 697 NFkB inh -2.
CCC(C)(C)NC(=O)C(c1ccc(OC)cc1)N(C(=O)CCC(=O)Nc1cc(C)on1)c1ccc(F)cc1 (centres undefined) was read as CHOP UPR activ -1.4, Jurkat NFkB inh -3, XBP1 UPR activ -1, APJ agonist -3, APJ antagonist 8, tim23-1 inh 10, Mdm2-MdmX inh 18 and 697 NFkB inh 13.
For CCC(NS(=O)(=O)c1ccc2c(c1)Cc1cc(S(=O)(=O)NC(CC)C(=O)O)ccc1-2)C(=O)O (centres undefined) the results were CHOP UPR activ -0.1, Jurkat NFkB inh -12, XBP1 UPR activ -2, APJ agonist -2, APJ antagonist -4, tim23-1 inh 8, Mdm2-MdmX inh -10 and 697 NFkB inh -4.
For CCC1S/C(=N/N=C/c2ccco2)NC1=O (centres undefined) the results were CHOP UPR activ 1.1, Jurkat NFkB inh 1, XBP1 UPR activ 2, APJ agonist -4, APJ antagonist -9, tim23-1 inh 4, Mdm2-MdmX inh 4 and 697 NFkB inh 21.
Screening CC(C)Cn1cc(C(=O)NCC2CCCO2)c2c3ccccc3n(C)c2c1=O (centres undefined) returned CHOP UPR activ 1.2, Jurkat NFkB inh -3, XBP1 UPR activ 2, APJ agonist 2, APJ antagonist 6, tim23-1 inh -16, Mdm2-MdmX inh -7 and 697 NFkB inh 15.
For CCCNC(=O)CN1C(=O)NC(CCc2ccccc2)C1=O (centres undefined) the results were CHOP UPR activ 2.3, Jurkat NFkB inh 5, XBP1 UPR activ -2, APJ agonist -3, APJ antagonist 13, tim23-1 inh 3, Mdm2-MdmX inh 2 and 697 NFkB inh -15.
COc1ccc(CC(=O)NCCS(=O)(=O)N2CCN(c3ccccc3OC)CC2)cc1 was read as CHOP UPR activ -1.1, Jurkat NFkB inh 5, XBP1 UPR activ -4, APJ agonist -5, APJ antagonist 8, tim23-1 inh 12, Mdm2-MdmX inh 26 and 697 NFkB inh -3.
For O=C(Nc1ncn[nH]1)c1cccc(F)c1 the results were CHOP UPR activ 2.3, Jurkat NFkB inh 0, XBP1 UPR activ -1, APJ agonist -1, APJ antagonist -2, tim23-1 inh -7, Mdm2-MdmX inh 0 and 697 NFkB inh 8.
For COc1ccc(C(=O)NCC(=O)OCC(=O)Nc2c(C)n(C)n(-c3ccccc3)c2=O)cc1 the results were CHOP UPR activ -0.4, Jurkat NFkB inh 1, XBP1 UPR activ 1, APJ agonist -3, APJ antagonist 4, tim23-1 inh 3, Mdm2-MdmX inh -23 and 697 NFkB inh 1.
Screening CCOc1ccc(NC(=O)N2CCc3ccccc3C2)cc1 returned CHOP UPR activ 2.9, Jurkat NFkB inh -39, XBP1 UPR activ 1, APJ agonist 6, APJ antagonist 18, tim23-1 inh 23, Mdm2-MdmX inh -8 and 697 NFkB inh -29.
For O=C(O)c1c(NC(=O)c2cccc3ccccc23)sc2c1CCC2 the results were CHOP UPR activ -0.8, Jurkat NFkB inh 2, XBP1 UPR activ -2, APJ agonist -5, APJ antagonist 9, tim23-1 inh 22, Mdm2-MdmX inh 2 and 697 NFkB inh 5.
For COc1cc(C2CC(=O)Oc3c(C(CCN4CCN(c5ccccc5)CC4)c4ccc(N(C)C)cc4)c(OC)cc(OC)c32)cc(OC)c1OC (centres undefined) the results were CHOP UPR activ 3.7, Jurkat NFkB inh -7, XBP1 UPR activ 3, APJ agonist 12, APJ antagonist -28, tim23-1 inh -2, Mdm2-MdmX inh 34 and 697 NFkB inh 16.
Screening CCOC(=O)C1CCN(C(=O)Nc2ccc(Cl)cc2Cl)CC1 returned CHOP UPR activ -1.7, Jurkat NFkB inh 3, XBP1 UPR activ 2, APJ agonist -4, APJ antagonist 10, tim23-1 inh 7, Mdm2-MdmX inh 16 and 697 NFkB inh 2.
CC(Sc1nnc(COc2ccccc2)n1-c1ccccc1)C(=O)O (centres undefined) was read as CHOP UPR activ 1.5, Jurkat NFkB inh 5, XBP1 UPR activ -3, APJ agonist -3, APJ antagonist 17, tim23-1 inh 16, Mdm2-MdmX inh 16 and 697 NFkB inh 9.
CCC1CCc2sc(C(=O)N(C)CC(=O)Nc3ccc(OC)cc3)cc2C1 (centres undefined) was read as CHOP UPR activ -0.5, Jurkat NFkB inh 12, XBP1 UPR activ 0, APJ agonist 8, APJ antagonist -2, tim23-1 inh 51*, Mdm2-MdmX inh 15 and 697 NFkB inh 6.
For Nc1ccc(Br)c2cccnc12 the results were CHOP UPR activ -1.8, Jurkat NFkB inh 14, XBP1 UPR activ 1, APJ agonist 5, APJ antagonist -16, tim23-1 inh -7, Mdm2-MdmX inh 12 and 697 NFkB inh -3.
O=C(Nn1cnnc1)c1ccc(F)c(S(=O)(=O)N2CCCCC2)c1 was read as CHOP UPR activ -1.8, Jurkat NFkB inh 16, XBP1 UPR activ -1, APJ agonist -3, APJ antagonist 12, tim23-1 inh -1, Mdm2-MdmX inh 24 and 697 NFkB inh 12.
Screening Cc1ccnc(NC(=O)CS(=O)(=O)Cc2ccccc2)c1 returned CHOP UPR activ -0.6, Jurkat NFkB inh -8, XBP1 UPR activ -3, APJ agonist 1, APJ antagonist -10, tim23-1 inh 11, Mdm2-MdmX inh 3 and 697 NFkB inh 9.
`COc1ccc(OCCC(=O)OCC(=O)c2ccc[nH]2)cc1` gave CHOP UPR activ 0.5, Jurkat NFkB inh 8, XBP1 UPR activ -6, APJ agonist -2, APJ antagonist -13, tim23-1 inh -5, Mdm2-MdmX inh -19 and 697 NFkB inh -9.

Sorted by heavy-atom count (highest first): some entries from above.
Screening CC(C)Cn1cc(C(=O)NCC2CCCO2)c2c3ccccc3n(C)c2c1=O (centres undefined) returned CHOP UPR activ 1.2, Jurkat NFkB inh -3, XBP1 UPR activ 2, APJ agonist 2, APJ antagonist 6, tim23-1 inh -16, Mdm2-MdmX inh -7 and 697 NFkB inh 15.
For O=C(O)c1c(NC(=O)c2cccc3ccccc23)sc2c1CCC2 the results were CHOP UPR activ -0.8, Jurkat NFkB inh 2, XBP1 UPR activ -2, APJ agonist -5, APJ antagonist 9, tim23-1 inh 22, Mdm2-MdmX inh 2 and 697 NFkB inh 5.
For CCC1S/C(=N/N=C/c2ccco2)NC1=O (centres undefined) the results were CHOP UPR activ 1.1, Jurkat NFkB inh 1, XBP1 UPR activ 2, APJ agonist -4, APJ antagonist -9, tim23-1 inh 4, Mdm2-MdmX inh 4 and 697 NFkB inh 21.

More compounds follow:
Screening CCCCOc1ccc(S(=O)(=O)Nc2cc(OC)ccc2OC)cc1 returned CHOP UPR activ 1.2, Jurkat NFkB inh -5, XBP1 UPR activ -2, APJ agonist 1, APJ antagonist -5, tim23-1 inh 24, Mdm2-MdmX inh -2 and 697 NFkB inh -71.
O=C(CCCn1c(SCC(=O)c2ccc(F)cc2)nc2ccccc2c1=O)NCc1ccccc1 was read as CHOP UPR activ -1.6, Jurkat NFkB inh 4, XBP1 UPR activ 2, APJ agonist -6, APJ antagonist 7, tim23-1 inh -4, Mdm2-MdmX inh 40 and 697 NFkB inh 24.
c1cncc(CSc2nnc3ccc(-c4cccs4)nn23)c1 was read as CHOP UPR activ -1.9, Jurkat NFkB inh -5, XBP1 UPR activ 0, APJ agonist 2, APJ antagonist 16, tim23-1 inh 6, Mdm2-MdmX inh 5 and 697 NFkB inh -6.
COc1cccc(Oc2c(C)oc3c(CN4CCCC4)c(O)ccc3c2=O)c1 was read as CHOP UPR activ 0.6, Jurkat NFkB inh -4, XBP1 UPR activ 3, APJ agonist -6, APJ antagonist -5, tim23-1 inh 15, Mdm2-MdmX inh -21 and 697 NFkB inh -4.
`CC12CCC(c3c(C(=O)Nc4nccs4)nn(-c4ccccc4)c31)C2(C)C` (centres undefined) gave CHOP UPR activ 3.6, Jurkat NFkB inh -4, XBP1 UPR activ 9, APJ agonist 1, APJ antagonist -2, tim23-1 inh 59*, Mdm2-MdmX inh 37 and 697 NFkB inh -47.
Screening COc1ccc(Cl)cc1NC(=O)CN(C)C(C)C(=O)NC(=O)NC1CCCCC1 (centres undefined) returned CHOP UPR activ -0.3, Jurkat NFkB inh 12, XBP1 UPR activ -1, APJ agonist -5, APJ antagonist 10, tim23-1 inh 32, Mdm2-MdmX inh 22 and 697 NFkB inh 11.
For COC(=O)C1=C[C@@H](C(=O)OC)[C@@H]2C3=C(C(=O)[C@]2(C)NC(=O)c2ccccc2)[C@H](C)n2c(=O)n(C)c(=O)n2[C@@H]3C1 the results were CHOP UPR activ -2.6, Jurkat NFkB inh 10, XBP1 UPR activ 0, APJ agonist -3, APJ antagonist 8, tim23-1 inh -4, Mdm2-MdmX inh 22 and 697 NFkB inh 0.
Screening Cc1nn(C)c(Cl)c1C(=O)NCC(=O)Nc1ccc(C(C)C)cc1 returned CHOP UPR activ -1.2, Jurkat NFkB inh -10, XBP1 UPR activ -3, APJ agonist 0, APJ antagonist 0, tim23-1 inh 18, Mdm2-MdmX inh 7 and 697 NFkB inh 7.
COCCCNc1nc2ccccc2nc1NS(=O)(=O)c1ccc(C)cc1 was read as CHOP UPR activ -0.9, Jurkat NFkB inh -1, XBP1 UPR activ -3, APJ agonist -3, APJ antagonist 15, tim23-1 inh 25, Mdm2-MdmX inh 7 and 697 NFkB inh 8.
For Cc1cnc(C(=O)OCC(=O)NCc2ccc3c(c2)OCO3)cn1 the results were CHOP UPR activ 1.5, Jurkat NFkB inh 15, XBP1 UPR activ -2, APJ agonist 0, APJ antagonist -3, tim23-1 inh 1, Mdm2-MdmX inh -1 and 697 NFkB inh 6.
For O=C(Nc1ccccc1Cl)c1cnccn1 the results were CHOP UPR activ 1.2, Jurkat NFkB inh -1, XBP1 UPR activ -1, APJ agonist -4, APJ antagonist 22, tim23-1 inh 10, Mdm2-MdmX inh 8 and 697 NFkB inh 9.
Cc1cccc(N2CCN(C(=O)C3CCCN(S(=O)(=O)c4c(C)noc4C)C3)CC2)c1C (centres undefined) was read as CHOP UPR activ -0.6, Jurkat NFkB inh -1, XBP1 UPR activ -3, APJ agonist -2, APJ antagonist 6, tim23-1 inh 22, Mdm2-MdmX inh 5 and 697 NFkB inh -20.
Cc1cccc(-c2nnn(Cc3nnc(NC(=O)c4ccccc4)s3)n2)c1 was read as CHOP UPR activ 3.2, Jurkat NFkB inh 9, XBP1 UPR activ 1, APJ agonist -1, APJ antagonist 14, tim23-1 inh 15, Mdm2-MdmX inh 71* and 697 NFkB inh 0.
CN(C)CCCN(C(=O)c1ccco1)c1nc2ccc(F)cc2s1 was read as CHOP UPR activ 0.5, Jurkat NFkB inh -6, XBP1 UPR activ -1, APJ agonist -2, APJ antagonist 5, tim23-1 inh 4, Mdm2-MdmX inh -19 and 697 NFkB inh -3.
CC12CCC(C(=O)NNc3ccccc3)(C(=O)C1=O)C2(C)C (centres undefined) was read as CHOP UPR activ 3.1, Jurkat NFkB inh 14, XBP1 UPR activ -4, APJ agonist -5, APJ antagonist -11, tim23-1 inh 12, Mdm2-MdmX inh 6 and 697 NFkB inh 1.

Assay outcomes deposited in PubChem by Sanford-Burnham Center for Chemical Genomics.
